Screening results: PubChem, Sanford-Burnham Center for Chemical Genomics
hIAP activ = human IAP activators, primary screen, biochemical, luminescence, uHTS; purified human IAP, CDP-Star luminescence, 30 min; stronger effect = higher value; 1 = vehicle-only enzyme, 0 = enzyme-free background; activation factor at 10 µM; 330,000 tested, 0.16% active; AID 2524, 2010;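 active = activation factor of the enzyme at least 2-fold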; note: the source names both 10 and 20 µM as test concentration; values of inactives mirror those of a sister screen read the other way
Target sequence (P09923 whole entry, looked up): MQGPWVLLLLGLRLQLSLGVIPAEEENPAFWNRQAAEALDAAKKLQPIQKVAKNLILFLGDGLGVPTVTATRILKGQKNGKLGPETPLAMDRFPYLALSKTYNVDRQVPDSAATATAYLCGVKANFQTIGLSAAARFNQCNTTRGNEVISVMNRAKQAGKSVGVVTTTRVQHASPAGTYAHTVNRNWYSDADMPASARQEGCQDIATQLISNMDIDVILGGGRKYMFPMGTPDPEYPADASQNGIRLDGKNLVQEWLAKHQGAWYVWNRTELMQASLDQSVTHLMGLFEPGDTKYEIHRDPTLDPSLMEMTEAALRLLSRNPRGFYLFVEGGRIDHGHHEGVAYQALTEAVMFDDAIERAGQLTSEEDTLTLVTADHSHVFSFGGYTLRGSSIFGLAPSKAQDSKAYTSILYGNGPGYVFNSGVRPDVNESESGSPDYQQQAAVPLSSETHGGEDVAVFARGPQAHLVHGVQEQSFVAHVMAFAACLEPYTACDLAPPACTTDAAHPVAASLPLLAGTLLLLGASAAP
mIAP inh = inhibitors of mouse IAP, primary screen, biochemical, luminescence, uHTS | inhibition, % at 10 µM | 330,000 tested, 0.2% active | intestinal alkaline phosphatase [Mus musculus] | AID 2806, 2010 | purified mouse IAP, CDP-Star luminescence, 30 min;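 active = inhibition of at least 40% at 10 µM in the primary screen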;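 note: plate controls were DMSO with enzyme for no effect and no enzyme wells for full effect; values of inactives mirror those of a sister screen read the other way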
MIN6 prolif = inducers of MIN6 beta-cell proliferation, primary screen, ATP luminescence, uHTS | MIN6 cells proliferation, ATPlite luminescence, 48 h; cells starved in 0.2% serum; 100% = growth in 10% serum | proliferation, % at 10 µM | 330,000 tested, 0.29% active;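 active = compounds whose signal lies at least 3.5 SD above the mean of all wells on their plate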;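 note: 0% = DMSO-treated cells in low-serum medium and 100% = 10% serum control; some compounds called inactive have numbers as strong as hits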
A3G deaminase = APOBEC3G DNA deaminase inhibitors, primary screen, biochemical, fluorescence, single-stranded DNA substrate, uHTS; DNA dC->dU-editing enzyme APOBEC-3G (Homo sapiens), Q9HC16; recombinant A3G, ssDNA deamination FAM/TAMRA fluorescence; inhibition, % at 20 µM; 330,000 tested, 0.28% active;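 active = inhibition of at least 40% at 20 µM, with no more than 30% in the related APOBEC3A deaminase screen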;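 note: plate controls were DMSO wells with A3G for no effect and wells lacking A3G enzyme for full effect; some compounds called inactive have numbers as strong as hits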
Target sequence (Q9HC16 whole entry, looked up): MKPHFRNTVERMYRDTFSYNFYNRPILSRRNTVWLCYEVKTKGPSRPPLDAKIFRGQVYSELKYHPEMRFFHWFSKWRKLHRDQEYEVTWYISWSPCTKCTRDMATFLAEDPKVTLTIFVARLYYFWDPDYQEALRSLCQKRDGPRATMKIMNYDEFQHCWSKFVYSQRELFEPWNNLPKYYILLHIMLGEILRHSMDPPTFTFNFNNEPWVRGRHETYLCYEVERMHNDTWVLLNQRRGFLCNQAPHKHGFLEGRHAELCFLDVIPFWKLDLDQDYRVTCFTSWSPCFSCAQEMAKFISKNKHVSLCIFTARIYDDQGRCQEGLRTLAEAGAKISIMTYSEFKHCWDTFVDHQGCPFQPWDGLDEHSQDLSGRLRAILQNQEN
mIAP activ = activators of mouse IAP, primary screen, biochemical, luminescence, uHTS. intestinal alkaline phosphatase [Mus musculus]. muIAP, CDP-Star luminescence, 30 min; stronger effect = higher value; 1 = vehicle-only enzyme signal, 0 = enzyme-free wells. activation factor at 10 µM. 330,000 tested, 0.24% active;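 active = activation factor of at least 2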; note: the source names both 10 and 20 µM as test concentration; values of inactives mirror those of a sister screen read the other way
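Assay system: mouse IAP enzyme / Compound: DMSO-dissolved test compounds / Timing: 30 min, room temperature / Measured by: luminescence from enzymatic CDP-Star hydrolysis / Control set: DMSO-only wells, enzyme-free buffer wells as negative control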
MPTP block = mitochondrial permeability transition pore inhibitors, primary screen, biochemical, isolated mouse mitochondria, absorbance | Ca2+ swelling absorbance, 30 min | inhibition, % at 10 µM | 360,000 tested, 1.4% active | AID 602449, 2012;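 active = inhibition of 50% or more, scaled per plate between neutral and stimulator controls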;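 note: 0% = DMSO wells given calcium and 100% = 1 mM EGTA wells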
hIAP inh = human IAP inhibitors, primary screen, biochemical, luminescence, uHTS. purified IAP, CDP-Star luminescence, 30 min. inhibition, % at 10 µM. 330,000 tested, 0.12% active;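 active = inhibition reaching a set limit with compound at 10 µM in the primary screen, cut at about 35% in these data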;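 note: plate controls were DMSO wells with enzyme for no effect and no-enzyme buffer wells for full effect; values of inactives mirror those of a sister screen read the other way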
GRIN3A LBD mod = binders of NR3A ligand-binding domain, primary screen, biophysical, differential scanning fluorimetry, uHTS | 340,000 tested, 2.5% active | Tm shift relative to glycine control, % at 25 µM | NR3A LBD differential scanning fluorimetry, Tm shift; 0% = protein alone, 100% = glycine-bound protein | Glutamate receptor ionotropic, NMDA 3A (GRIN3A) ligand-binding domain;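 active = melting temperature shift of at least 10% of the positive control shift, at one fixed dose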
APOBEC3A inh = APOBEC3A ssDNA deaminase inhibitors, primary screen, selectivity assay for APOBEC3G inhibitor project, biochemical, FAM/TAMRA oligo cleavage fluorescence; DNA dC->dU-editing enzyme APOBEC-3A (Homo sapiens), P31941; recombinant A3A, FAM/TAMRA ssDNA deamination fluorescence; inhibition, % at 20 µM; 330,000 tested, 0.41% active; AID 493011, 2011;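 active = at least 40% inhibition at 20 µM here, with at most 30% in a related deaminase screen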;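 note: plate controls were A3A with DMSO for no effect and wells lacking A3A enzyme for full effect; some results filed as inactive read as strong as hits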
Numbers without * were called inactive; nt = no result given.

Compound	hIAP activ	mIAP inh	MIN6 prolif	A3G deaminase	mIAP activ	MPTP block	hIAP inh	GRIN3A LBD mod	APOBEC3A inh
COC(=O)[C@H]1[C@H]2C[C@@H]3c4[nH]c5cc(OC)ccc5c4CCN3C[C@H]2C[C@@H](OC(=O)c2cc(OC)c(OC)c(OC)c2)[C@@H]1OC	0.88	4	-7	-6	0.96	1.6	12	-7	-1
CC(C)CCN(Cc1ccco1)S(=O)(=O)c1ccc(-c2ccc(=O)[nH]n2)s1	1.2	5	-3	-3	0.95	-1.9	-18	0	-1
N#CC1(NC(=O)COc2cccnc2[N+](=O)[O-])CCCCC1	0.86	0	-3	-8	1	-0.1	14	-1	-3
O=C(c1cc(Cl)nc2ccccc12)N1CCN(S(=O)(=O)c2cccc(F)c2)CC1	1.1	-4	1	-7	1	-0.2	-10	0	2
CCOC(=O)C1CCCN(S(=O)(=O)NC[C@H]2O[C@@H](n3cnc4c(N)ncnc43)[C@H](O)[C@@H]2O)C1 (stereo partly specified)	0.84	5	0	-8	0.95	-1.9	16	1	-5
CC(n1cnnn1)C12CC3CC(CC(C3)C1)C2 (stereo unspecified)	1.1	-1	1	-7	1	-0.5	-10	-1	-7
COc1ccc(Cl)cc1NC(=O)Nc1ccccc1SC	1	1	-1	13	0.99	1.5	0	-1	1
O=C(O)CNC(=S)N(Cc1ccccc1)Cc1cccnc1	0.89	1	0	-7	0.99	-0.5	11	4	-2
O=C(CN1CCc2ccccc2C1)NCC(=O)Nc1ccc(F)cc1	1.1	4	-3	-8	0.96	0.7	-8	0	2
Cc1ccc2[nH]cc(CCNC(=O)C3CCCCC3)c2c1	1.2	0	-3	1	1	0.8	-16	1	-8
CCOC(=O)c1ccc(NC(=O)c2nc[nH]c2C(=O)N(CC)CC)cc1	1.2	10	-5	3	0.9	0.2	-18	1	3
CC(C)N(Cc1nc2ccccc2c(=O)[nH]1)C(=O)c1ccc(NC(=O)CSc2nnnn2C)cc1	1.1	-12	2	-1	1.1	-0.5	-14	0	4
COc1ccc(OCC(=O)NNC(=O)C(=O)Nc2cc(OC)ccc2OC)cc1	0.92	16	-3	-4	0.84	-0.1	8	1	-2
CCC(C)c1ccc(NC(=O)COC(=O)c2nc3nccc(C)n3n2)cc1 (stereo unspecified)	1	-1	0	-7	1	-0.3	-3	5	4
O=C(Cc1ccc([N+](=O)[O-])cc1)Nc1nnc(C2CC2)s1	1	2	0	-8	0.98	1.8	-4	-6	0
O=C(CCN1C(=O)/C(=C/c2cccs2)SC1=S)Nc1ccc(C(=O)O)c(O)c1	1.2	14	-4	3	0.85	-1.9	-18	1	4
CC(C)n1c(N2CCN(C(=O)Nc3ccccc3)CC2)nc2ccccc21	1.4	-3	-2	-7	1	3.9	-40	0	-11
COc1ccc2nc(C)cc(C(=O)O)c2c1	0.89	1	0	-1	0.99	2.6	11	1	-3
CC(C)C(=O)Nc1c(-c2ccccc2Cl)c(=O)c2ccccc2n1C	0.92	6	-3	-5	0.94	1.0	8	0	-3
COc1ccc2c(c1)c(C)cc[n+]2Cc1ccccc1	1.3	7	-3	-6	0.93	1.2	-33	-1	2
CC1=CC(c2ccccc2)n2nc(NC(=O)CCCC(=O)O)nc2N1 (stereo unspecified)	0.92	-8	1	-6	1.1	0.0	8	0	-4
Nc1c(C(=O)O)sc2nc(-c3ccccc3)cc(-c3ccc(F)cc3)c12	1.1	-1	-5	-2	1	1.1	-9	0	-3
Cc1ccc(-n2nnnc2SCC(=O)c2c(N)n(C3CC3)c(=O)[nH]c2=O)cc1	1.2	-12	-3	-5	1.1	-2.1	-23	0	-3
CCn1c(SCC(=O)Nc2cccc(C)n2)nc2c1c(=O)n(C)c(=O)n2C	0.87	5	0	-3	0.95	3.1	13	-1	-1
CC(=O)Nc1ccc2nc(NC(=O)COc3ccccc3Cl)sc2c1	1.1	-2	0	-4	1	0.8	-8	20*	-2
CCCc1ccc2oc(C(=O)N3CCCC3)c(C)c2c1	0.93	2	0	2	0.98	0.0	7	2	0
C[C@H](NCc1c[nH]c2ccccc12)c1ccccc1	0.93	-10	-3	-3	1.1	1.1	7	-6	-2
CCC(c1nnc(SCC(=O)NCC2CCCO2)n1Cc1ccccc1)N(C)C (stereo unspecified)	0.94	6	0	-2	0.94	0.3	6	1	-2
COC(=O)c1sccc1OCc1cccc(OC)c1	1.2	-3	-2	-1	1	1.2	-15	-2	3
NC(=O)NCc1ccccc1F	1.1	4	-3	-6	0.96	-1.9	-13	1	-3
COc1cc(NC(=O)c2ccc3c(c2)OCCO3)ccc1NC(=O)c1cccs1	0.99	-12	-2	-9	1.1	-3.6	1	8	2
CC12CNCC(C)(CN(C3(O)C(=O)Nc4ccc(Br)cc43)C1)C2=O (stereo unspecified)	1.2	-13	-1	-2	1.1	-1.1	-18	1	-3
CCOP(=O)(c1ccc(N(C)C)cc1)C(O)c1ccccc1OC (stereo unspecified)	0.87	-2	1	-8	1	1.8	13	1	-3
CSc1ccc(C2C(C(=O)c3ccco3)=C(O)C(=O)N2c2nnc(SC)s2)cc1 (stereo unspecified)	0.88	1	-1	-4	0.99	-2.7	12	-4	-4
COc1ccc(CNC(=O)CCn2c(=O)oc3ccccc32)cc1	0.96	-4	0	-8	1	0.4	4	0	-6
O=C(Nc1cccc([N+](=O)[O-])c1)c1[nH]ncc1Cl	0.95	11	-4	-1	0.89	4.9	5	1	3
OCCNC(=S)c1ccccc1	0.94	-5	-2	0	1.1	1.4	6	0	-1
O=C(O)CCCNS(=O)(=O)c1cccs1	1.1	2	-2	-3	0.97	-2.4	-6	1	-4
COC(=O)c1sccc1NC(=O)CSc1ccccc1NS(=O)(=O)c1ccc(Cl)cc1	1.1	-8	-6	-6	1.1	10	-6	-7	-4
CNC(=O)/C(=C\c1ccc2c(c1)OCO2)NC(=O)c1ccc(Br)cc1	1.1	2	0	-7	0.98	0.5	-10	0	-4
CCN1CCc2c(sc(NC(=O)c3ccc4ccccc4c3)c2C(N)=O)C1	1.4	-20	-7	4	1.2	0.1	-40	nt	-4
CCOc1ccc2[nH]c(=O)c(CN(Cc3nnnn3Cc3ccccc3)CC3CCCO3)cc2c1 (stereo unspecified)	1.4	7	-2	9	0.93	-0.5	-39	-6	2
COc1ccc(CC(=O)OCC(=O)NNC(=O)c2ccccc2)cc1	1	4	-3	-8	0.96	0.1	-2	0	-2
CC(=O)Nc1cccc(/C(C)=N/NC(=O)c2cc(-c3ccncc3)nc3ccccc23)c1	0.96	7	2	-2	0.93	1.2	4	0	6
CC(C)Oc1ccc(C2C(C#N)=C(N)Oc3c2oc(CO)cc3=O)cc1 (stereo unspecified)	0.92	5	2	-1	0.95	-0.8	8	1	0
CCOc1ccc(S(=O)(=O)N2CCN(C(=O)c3cc4ccccc4o3)CC2)cc1	1.1	5	-3	2	0.95	-0.4	-8	2	3
C/C(=N/NC(=O)CNc1ccc(Cl)cc1C)c1ccc(C)cc1	1.1	2	1	-5	0.98	1.6	-12	-1	-3
CC1CC(C)CN(CCCNC(=O)Cc2c(C(=O)O)n(C)c3ccccc23)C1 (stereo unspecified)	1.1	-18	-3	2	1.2	-0.6	-5	0	2
COc1ccccc1N1CC(C(=O)OCC(=O)c2ccc(F)cc2)CC1=O (stereo unspecified)	0.94	2	-1	-10	0.98	1.9	6	0	-6
CCOC(=O)N1CCN(S(=O)(=O)c2ccc(C(=O)Nc3sc4c(c3C#N)CCC4)cc2)CC1	1.1	6	1	-3	0.94	14	-9	1	1

Next part.
Compound	hIAP activ	mIAP inh	MIN6 prolif	A3G deaminase	mIAP activ	MPTP block	hIAP inh	GRIN3A LBD mod	APOBEC3A inh
N#CC1=C(N)OC2=C(C(=O)CCC2)C12CCC1(CC2)OCCO1	0.82	2	3	-2	0.98	-0.3	18	1	0
O=C(COc1ccc(C(=O)c2ccc(F)cc2)cc1)Nc1cccc(S(=O)(=O)N2CCOCC2)c1	1	-2	-6	2	1	4.8	-4	-2	1
CC1Sc2ccccc2N(CC(=O)N(C(C)C)C(C)C)C1=O (stereo unspecified)	1	-13	0	-1	1.1	-0.1	-4	1	0
CCc1nnc(NC(=O)CCC(=O)N2CCN(Cc3ccc(OC)c(F)c3)CC2)s1	1.3	3	1	-1	0.97	0.4	-31	-1	-2
CCO[C@H]1OC(C(=O)NCc2ccccc2)=C[C@@H](c2ccccc2)[C@@H]1CCCO	1.1	-11	0	-8	1.1	0.1	-12	-1	-4
COc1ccc(Cc2c(O)nc(SCC(C)C)[nH]c2=O)cc1	1.1	-3	-4	-9	1	0.6	-11	1	-8
NC(=O)c1cc(S(=O)(=O)N2CCOCC2)ccc1Sc1ccccc1N	1	7	1	-8	0.93	-2.5	-1	-3	-2
CNC(=S)N1N=C(c2ccc(C)cc2)CC1c1cc(OC)ccc1OC (stereo unspecified)	0.88	8	-4	-4	0.92	-2.1	12	1	-3
Nc1ncnc2c1ncn2[C@@H]1O[C@H](CNCc2ccccc2)[C@@H](O)[C@H]1O	1.1	-4	3	-4	1	-0.1	-10	-1	-4
Cc1cc(Cl)c(S(=O)(=O)N2CCSCC2)cc1OCC(=O)NC1CCCCC1	0.94	-17	-2	0	1.2	86*	6	1	2
COc1ccc(C(=O)NCC(=O)N/N=C/c2ccc([N+](=O)[O-])o2)cc1OC	0.86	16	-6	-2	0.84	1.9	14	1	-2
CCc1ccc(/C=C(\C#N)C(=O)NC2CCS(=O)(=O)C2)cc1 (stereo unspecified)	1.1	-11	-1	-4	1.1	1.1	-8	0	-2
CC1(C)CC2(CCO1)N1CC3(C)CN2CC(C)(C1)C3=O (stereo unspecified)	0.97	-5	3	-2	1	-0.1	3	2	-2
O=C(Nc1ccc2c(c1)OCCO2)c1ccc(CN2CCOCC2)cc1	1	-13	-2	-5	1.1	3.8	-5	-2	-4
O=C1OCCC1(c1ccccc1)c1ccccc1	0.85	5	-2	-2	0.95	-2.5	15	-3	-2
C/C(=N\Nc1cccc([N+](=O)[O-])c1)c1ccccc1O	0.89	5	-4	0	0.95	1.3	11	31*	1
COc1ccccc1C(=O)N/N=C/c1cnc2ccccc2n1	0.99	2	0	-3	0.98	0.3	1	-3	-2
CC(C)(C)NC(=S)NNC(=O)[C@H]1C[C@@H]1c1ccccc1	1.2	-20	-2	-9	1.2	3.3	-22	-1	-5
